ERb SRC1 inh – blocks coactivator binding to human estrogen receptor beta; inhibition, % at 25.6 µM; TR-FRET ER-beta LBD / SRC1-Cy5 peptide binding; receptor agonist-loaded with 1 µM estradiol; 86,000 compounds, 1.3% hits; Q92731;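 active means compounds whose percent inhibition of the receptor-coactivator binding signal exceeds about 50% in the single-dose screen, limit read from the data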;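 further: 0% = receptor plus peptide wells without compound and 100% = peptide-only wells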
Target sequence (Q92731 whole entry, looked up, the tested form may be a part): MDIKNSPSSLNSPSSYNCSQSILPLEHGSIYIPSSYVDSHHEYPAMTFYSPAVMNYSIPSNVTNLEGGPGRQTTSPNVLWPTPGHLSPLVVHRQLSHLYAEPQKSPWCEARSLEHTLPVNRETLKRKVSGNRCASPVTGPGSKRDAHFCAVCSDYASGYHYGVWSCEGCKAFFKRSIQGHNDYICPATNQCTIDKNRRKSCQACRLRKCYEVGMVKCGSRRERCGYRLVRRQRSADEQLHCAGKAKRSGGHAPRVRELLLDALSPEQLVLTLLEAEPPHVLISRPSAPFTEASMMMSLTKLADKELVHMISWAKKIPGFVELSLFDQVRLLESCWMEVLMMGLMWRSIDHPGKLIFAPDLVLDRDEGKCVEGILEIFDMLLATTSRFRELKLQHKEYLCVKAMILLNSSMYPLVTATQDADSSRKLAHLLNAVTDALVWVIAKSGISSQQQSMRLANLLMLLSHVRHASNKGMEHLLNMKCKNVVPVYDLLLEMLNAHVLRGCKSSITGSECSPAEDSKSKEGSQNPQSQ
VCAM1 TNFa inh – reduces TNF alpha induced VCAM1 expression in HUVEC; inhibition, % at 2 µM; 95,000 compounds, 0.48% hits; HUVEC TNFa-induced VCAM-1 immunofluorescence, high-content imaging; AID 802;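 active means inhibition above the batch mean plus 3 SD, with images confirmed as a hit by eye, cut at about 37% in these data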;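 further: 0% = TNF-stimulated DMSO wells and 100% = unstimulated control wells; not every result past the cut was called active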
sEH act – activators of human soluble epoxide hydrolase. P34913. purified human sEH enzymatic activity, activator screen. activation, % at 2 µM. 91,000 compounds, 0.04% hits. AID 717; in the data active means activation above about 37%; further: values of inactives mirror those of a sister screen read the other way
Target sequence (P34913 whole entry, looked up): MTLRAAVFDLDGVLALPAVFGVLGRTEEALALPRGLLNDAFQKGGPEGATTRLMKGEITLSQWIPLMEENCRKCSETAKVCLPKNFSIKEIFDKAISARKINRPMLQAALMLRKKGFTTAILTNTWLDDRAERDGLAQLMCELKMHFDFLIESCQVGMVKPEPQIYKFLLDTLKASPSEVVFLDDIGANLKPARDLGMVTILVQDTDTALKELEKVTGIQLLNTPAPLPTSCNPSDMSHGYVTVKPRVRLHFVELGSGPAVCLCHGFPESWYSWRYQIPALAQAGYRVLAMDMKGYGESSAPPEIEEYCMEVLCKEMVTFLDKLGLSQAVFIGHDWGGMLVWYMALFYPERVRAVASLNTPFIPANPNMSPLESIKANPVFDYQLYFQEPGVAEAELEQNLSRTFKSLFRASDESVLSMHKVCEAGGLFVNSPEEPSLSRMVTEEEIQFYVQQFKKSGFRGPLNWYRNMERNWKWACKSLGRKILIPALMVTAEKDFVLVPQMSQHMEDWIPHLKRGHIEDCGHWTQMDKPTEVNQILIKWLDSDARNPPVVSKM
IL1B cytotox – HUVEC cytotoxicity counter-screen, IL-1B stimulated | HUVEC cell count loss, Hoechst imaging | cell count reduction, % at 2 µM | 94,000 compounds, 0.41% hits | AID 845;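 active means cell count reduction more than 3 SD above the screen-wide mean, cut at about 70% in these data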;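 further: normalized per plate to untreated control cells as the no-loss baseline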
Candida biofilm – kills Candida albicans biofilms. AID 834. inhibition, % at 6 µM. 85,000 compounds, 0.14% hits. C. albicans biofilm + clotrimazole, Alamar Blue;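 active means inhibition above 20%; inactive means inhibition below 20%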;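 further: preformed 24 hr biofilms exposed to compound for 48 hr; 0% = biofilm without compound and 100% = blank killed by clotrimazole plus chlorhexidine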
HUVEC tox TNFa – toxic to HUVEC cells under TNF alpha stimulation | HUVEC TNFalpha-stimulated, Hoechst cell count, imaging | cell count reduction, % at 2 µM | 93,000 compounds, 0.17% hits | AID 848;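 active means cell count reduction exceeding the screen mean by over 5 SD, scaled to untreated wells per plate, cut at about 78% in these data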;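 further: cells counted after 24 h of TNF alpha exposure following the 1 h pretreatment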
sEH inh – inhibitors of human soluble epoxide hydrolase | 91,000 compounds, 0.34% hits | inhibition, % at 2 µM | P34913 | recombinant human sEH enzymatic activity assay; in the data active means inhibition above about 80%; further: values of inactives mirror those of a sister screen read the other way; many of its hits are not listed in these tables
F-actin modifier – modifiers of cytoskeleton assembly | HUVEC TNFa F-actin phalloidin imaging, high content | inhibition, % at 2 µM | 91,000 compounds, 0.18% hits | AID 836;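 active means inhibition above the batch mean plus 3 SD and confirmed as a hit by visual image inspection, cut at about 30% in these data, passing the limit was not always enough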; further: strong numbers were not always called active
Smad3 FoxH1 inh – blocks human Smad3 binding to FoxH1 peptide. AID 630. inhibition, % at 25 µM. TR-FRET Smad3/Dy647-FoxH1 peptide binding, europium anti-His. 88,000 compounds, 0.29% hits;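 active means compounds that reduce the energy-transfer binding signal between the protein and its labelled peptide by more than half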;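 further: 0% = Smad3 plus labelled peptide maximal FRET and 100% = peptide-only background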
Active calls of the source: *; / = no result given; [ ] = remark or other dose.

structure	ERb SRC1 inh	VCAM1 TNFa inh	sEH act	IL1B cytotox	Candida biofilm	HUVEC tox TNFa	sEH inh	F-actin modifier	Smad3 FoxH1 inh
CC(=O)C1C2c3ccccc3OC1(C)N=c1s/c(=C/c3cnn(C)c3)c(=O)n12 (stereo unspecified)	-26	19	0	21	3	-29	0	5	8
OC1(CN2CCOCC2)C2CC3CC(C2)CC1C3 (stereo unspecified)	-1	-3	/	-7	5	12	/	-58	0
C=CCn1c(O)c(C(CC)=NCCc2ccccc2)c(=O)[nH]c1=O	2[fluorescence artefact?]	-14	-14	-9	5	-17	16	0	0
CC(C)C12CN3CCN(CC(C3)/C1=N\O)C2	20	6	5	7	-2	-6	-5	1	-10
CC1(C)C2([N+](=O)[O-])CNCC1([N+](=O)[O-])CNC2	-8	-21	8	-22	0	/	-5	-5	-13
CC(=O)OC1N=C(c2ccccc2)c2cc(Br)ccc2NC1=O (stereo unspecified)	0	-18	-2	1	2	2	5	-18	-10
CCCC(=O)NC(Oc1ccc(Cl)cc1Cl)C(Cl)(Cl)Cl (stereo unspecified)	/	14	6	-13	/	-9	-3	5	/
CSc1ncc(Cl)c(C(=O)O)n1	/	6	-5	12	/	13	9	6	/
CCC(=NCc1ccco1)c1c(O)[nH]c(=O)[nH]c1=O	14	15	9	-7	-1	11	-8	-21	-8
CCC(C)N1Cc2ccccc2C1=N (stereo unspecified)	/	34	0	-28	/	7	1	21	/
CN(C)P(=O)(C(Cl)=C(N1CCCCC1)N1CCCCC1)N(C)C	-1	11	3	-12	4	-8	-3	10	-3
O=C(COc1ccccc1)N1CCN(C2CCCC2)CC1	-7	11	-3	-20	11	-14	0	-11	6[fluorescence artefact?]
CC(=O)OC1N=C(c2ccccc2)c2cc(Br)ccc2N(C)C1=O (stereo unspecified)	/	-1	4	30	/	-17	-2	0	/
O=C(C1CC(c2ccc(F)cc2)=NO1)N1CCC2(CC1)OCCO2 (stereo unspecified)	-7	-3	-1	-5	1	0	0	-2	3
C=C(C)CSc1nnc([C@@H](N)Cc2c[nH]c3ccccc23)o1	-7	8	4	-32	8	-14	-6	-18	11
N=C1C(c2ccccc2)=C(O)CN1Cc1ccco1	-1	-2	-3	-15	14	-2	3	-38	-4
O=P(C(c1ccc2c(c1)OCO2)N1CCOCC1)(N1CCOCC1)N1CCOCC1 (stereo unspecified)	-9	13	-1	-49	5	-15	2	/	-1
NC(=O)C1(N2CCCCC2)CCN(Cc2ccccc2)CC1	-2	2	-1	-29	8	-7	4	-1	20[fluorescence artefact?]
Nc1c(C(=O)NCc2ccco2)c2nc3ccccc3nc2n1Cc1ccc(F)cc1	25	15	6	21	2	-10	-3	5	-1
Cc1cccc(N2C(=O)NC(=O)C3(Cc4cc(C)ccc4N(C)C3)C2=O)c1 (stereo unspecified)	10[fluorescence artefact?]	24	10	-7	7	-3	-10	10	-4
C=CCn1c(O)c(C(C)=NCCCN2CCOCC2)c(=O)[nH]c1=O	-20	5	-6	12	2	-16	7	16	7
Cc1ccc2c(c1)CC1(CN2C)C(=O)NC(=O)N(c2ccc(C)c(C)c2)C1=O (stereo unspecified)	6[fluorescence artefact?]	6	11	-54	8	-23	-12	4	-16
O=C(CN1C(=O)CN=C(c2ccccc2)c2ccccc21)NCc1ccco1	5	22	8	-74	10	0	-4	5	5
CN1C(=O)N(C)C(=O)C2(Cc3c(ccc4ccccc34)N(C)C2)C1=O	7	-3	-2	-12	5	0	2	-11	1
O=C1CC(N2CCC(n3c(=O)[nH]c4ccccc43)CC2)C(=O)N1c1ccc(F)cc1 (stereo unspecified)	6	16	-12	-36	5	-25	13	-3	3
Cc1ccccc1-c1nc(CS(=O)CC(=O)N2CCC3(CC2)OCCO3)c(C)o1 (stereo unspecified)	2[fluorescence artefact?]	-11	8	34	8	11	-9	-52	9
O=CC(Cl)P(=O)(N1CCCCC1)N1CCCCC1 (stereo unspecified)	-11	-1	-3	-2	3	-5	6	-13	-3
O=c1[nH]c(=O)n(CCC2=CCCCC2)c(O)c1C=NCCCn1ccnc1	-25	0	-25	-21	5	7	25	17	-2
Cc1ccc(C2=NCC(=O)N(CC(=O)N3CCCCC3)c3sc(C)c(C)c32)cc1	/	-1	11	-5	/	/	-9	-7	/
CCOC(=O)C(O)(c1ccc(N(CC)C(=O)OC)cc1)C(F)(F)F (stereo unspecified)	-3	18	-2	-9	5	-9	1	-5	7
C=CCn1c(O)c(C(C)=Nc2ccc(N(CC)CC)cc2)c(=O)[nH]c1=O	-4	7	0	-27	5	-46	2	-2	3
CCN1c2nc3c(C)cccn3c(=O)c2CC2(C(=O)N(C)C(=O)N(C)C2=O)C1C (stereo unspecified)	5	9	-1	-14	2	-10	-3	13	2
Cc1ccc(N(C)C(=O)Oc2cccc3ccc(C)nc23)cc1	-3	9	-2	-11	6	-5	5	-36	-1
CC12CN3CCN(C1)CC(C)(C3)C2=NO	-21	5	4	-3	5	-14	-4	-19	8
Cn1c(O)c(C(=N)COc2ccccc2)c(=O)n(C)c1=O	/	9	12	-2	/	-18	-10	6	/
Cc1ccc(N2C(=O)NC(=O)C3(Cc4ccccc4N4CCN(c5ccccc5)CC43)C2=O)cc1 (stereo unspecified)	-9[fluorescence artefact?]	11	7	14	-4	-6	-3	1	-7
CCC(=NCCOc1ccc(Cl)cc1)c1c(O)n(C)c(=O)n(C)c1=O	-6	-6	-10	-12	-1	-24	10	6	2
O=C(c1ccco1)C12CN3CN(CN(C3)C1)C2	-10	-8	-1	23	/	1	0	4	15[fluorescence artefact?]
C=Cn1ccnc1P(=S)(c1ccn(C)c1)c1nccn1C=C	6	15	3	-36	7	-42	-1	/	-8
CCOC(=O)N(c1ccccc1)P1(=S)OCC(C)O1 (stereo unspecified)	/	-12	0	13	/	-6	-3	36	/
COC(=O)c1ccccc1-n1c(C)nc2ccccc2c1=O	-13	18	2	7	-1	-21	-2	3	-7
CC(C)N1CC=C(c2c[nH]c3ccccc23)CC1	/	0	15	19	/	-17	-18	44	/
O=C(Cn1cc(C(=O)c2ccccc2F)c2ccccc21)NCc1ccco1	-3	12	/	-11	2	8	/	0	9
CSc1ncc(/C=C2/C(=O)NC(=O)N(C)C2=O)cn1	/	14	-8	-57	/	-17	10	-2	/
C=CCN1C(=O)NC(=O)C(Cc2ccc(OC)c(OC)c2)C1=O (stereo unspecified)	7[fluorescence artefact?]	12	20	24	0	-6	-22	10	8
CC(=NCCO)c1c(O)n(C)c(=O)n(C)c1=O	-9	11	/	-47	4	2	/	-20	-2
CC(=O)OC1(c2ccc(C)cc2)CN2CCC1c1ccccc12 (stereo unspecified)	1	5	8	20	0	-17	-7	7	-4
CC(C(=O)c1c[nH]c2ccccc12)N1CCc2ccccc2C1 (stereo unspecified)	-5	-8	-5	5	5	-10	5	-2	2
OC(Cn1c2ccccc2c2ccccc21)C[n+]1cccc2ccccc21 (stereo unspecified)	/	31	-2	-18	/	-3	1	14	/
CCC1(CC)C(=O)NC(=NCCc2c[nH]c3ccccc23)NC1=O	-3	26	-13	19	5	1	11	48	6[fluorescence artefact?]
CCn1c(C(=O)N2CCC(C(=O)N3CCC4(CC3)OCCO4)CC2)cc2sccc21	/	-1	4	-2	/	-22	-3	-16	/
CCCCn1c(C)c(C(=O)OCC)c2c(CN3CCOCC3)c(O)ccc21	-6	10	0	7	12	-3	-2	1	7
CCCOC(=O)COc1cc(C)cc2oc(=O)c3c(c12)CCC3	20	-18	1	6	-6	-14	-2	-6	-17
COc1ccc(N2C(=O)CC(=O)NC2=O)cc1	-14	12	-2	26	4	-6	5	-5	-13
COc1cc(/C=C2\C(=O)NC(=O)N(c3ccccc3)C2=O)cc(OC)c1OC	-5	-4	-3	5	-3	-29	2	21	-1
CC(=NCC1CCCO1)c1c(O)n(-c2ccc(C)cc2)c(=O)[nH]c1=O (stereo unspecified)	-9	4	-11	-141	2	-17	10	11	23[fluorescence artefact?]
CCOC(=O)CNC(=O)CSP(=S)(OCC)OCC	/	7	4	8	/	-22	-4	/	/
CCOC(=O)C1=C(C)OC(N)=C(C(=O)OC)C12C(=O)Nc1ccc(Br)cc12 (stereo unspecified)	7	13	/	-32	5	-33	/	-8	-1
CCN1CCC2(CC1)NC(CO)(CO)CO2	4	18	10	-33	10	-16	-6	3	5[fluorescence artefact?]
O=C1c2ccccc2C(=O)N1Cc1nc2ccccc2c(=O)n1-c1ccccn1	15	12	-1	-9	6	10	4	4	-3[fluorescence artefact?]

Limited to Candida biofilm, sEH inh and F-actin modifier (2 entries from above):
Molecule,Candida biofilm,sEH inh,F-actin modifier
CC(=NCCO)c1c(O)n(C)c(=O)n(C)c1=O,4,/,-20
CC(=O)OC1(c2ccc(C)cc2)CN2CCC1c1ccccc12 (stereo unspecified),0,-7,7

Other records
structure	ERb SRC1 inh	VCAM1 TNFa inh	sEH act	IL1B cytotox	Candida biofilm	HUVEC tox TNFa	sEH inh	F-actin modifier	Smad3 FoxH1 inh
O=c1c(C=NCc2cccs2)c(O)n(C2CCCCC2)c(=O)n1C1CCCCC1	-8	-10	-6	-6	0	-1	0	25	-5
CCCCn1c(O)c(C=Nc2c(C)n(C)n(-c3ccccc3)c2=O)c(=O)[nH]c1=O	8	6	1	-46	7	-5	1	-16	-1
O=C(Nc1ccc(Cl)cc1)O/N=C(\c1ccccc1)c1ccccn1	/	7	-22	-75	/	-13	24	2	/
CC(=O)Nc1ccc(OC(=O)c2ccccc2N)cc1	-22[fluorescence artefact?]	-1	-6	-4	3	6	6	13	8
O=C(COc1ccccc1)N1CCN(CC2CC3C=CC2C3)CC1 (stereo unspecified)	-4	6	-2	-4	-4	4	-1	-17	10[fluorescence artefact?]
CN1CCN(C(=O)COc2ccc(S(=O)(=O)NCc3ccccc3)cc2Cl)CC1	8[fluorescence artefact?]	-3	-14	6	7	-13	15	15	-4
O=C(Cc1ccccc1)N1CCN(CC2CC3C=CC2C3)CC1 (stereo unspecified)	-9[fluorescence artefact?]	12	-19	2	5	-19	19	7	7
O=P(Nc1ccccc1)(Nc1ccccc1)Oc1cccc(Cl)c1	/	6	-1	-7	/	7	2	-11	/
CC(=NCCC1=CCCCC1)c1c(O)n(C)c(=O)n(C)c1=O	-13	-11	-10	17	2	11	9	-9	11
CCOc1cc(/C=C2/C(=O)NC(=O)N(c3ccc(CC)cc3)C2=O)ccc1OC(=O)c1cccs1	/	-9	2	4	/	-23	-4	8	/
CCOC(=O)C1=C(N)OC2=C(C(=O)CCC2)C12C(=O)Nc1ccccc12 (stereo unspecified)	-2[fluorescence artefact?]	27	/	3	7	-1	/	47	3
O=C(O)Cn1cc(C(=O)c2ccccc2)c2ccccc21	-4	14	14	12	6	-33	-16	5	1
CC12CN3C(O)C(C)(C1)CC(C)(C2)C3O (stereo unspecified)	-4	-3	10	16	6	-13	-9	6	4
COc1ccc(N=C(C)c2c(O)n(C)c(=O)n(C)c2=O)c(OC)c1	3	9	-2	-36	1	-22	2	-16	3
CN1CSC(=S)N(C)C1	-7	12	2	12	1	-42	-1	20	8
COc1ccccc1N1C(=O)NC(=O)C(CCc2ccncc2)(CCc2ccncc2)C1=O	-11	3	-4	-49	5	-19	6	5	4
Cc1cc(NC(=O)COC(=O)c2c(C)nn(Cc3ccccc3)c2C)no1	-8	7	-18	-6	5	-5	17	-4	15[fluorescence artefact?]

From PubChem

Not all compounds are listed (hit frequency here may not be typical).
